HP1b chromo inh: inhibitors of HP1-beta chromodomain binding to methylated histone tails | P83916 | AlphaScreen HP1-beta / biotin-H3K9me3 peptide binding | Potency, µM (highest dose often 114 µM), inactives show top-dose activity change, negative = inhibition, most hits filed as inhibitors | 390,000 compounds, 0.56% hits | AID 540317; further: potency means the concentration at half of the fitted maximal effect; nearly all actives have a fitted effect of over 70% in size; inactives centre near 23
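HP1-beta protein (50 nM final) preincubated 30 min at room temperature with biotinylated H3(1-18)K9me3 peptide (50 nM) in PBS pH 7.4, 0.01% Tween-20, then compound added for 30 min. AlphaScreen streptavidin donor/nickel chelate acceptor beads (10 ug/mL final), 30 min dark, luminescence read.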
JMJD2A Tudor inh: JMJD2A Tudor domain (human) inhibition | O75164 | AlphaScreen JMJD2A-Tudor / H3K4me3 peptide binding | Potency, µM (series often up to 114 µM), inactives show top-dose activity change, negative = inhibition, usual class: inhibitors | 390,000 compounds, 4.4% hits; further: potency means the concentration at half of the fitted maximal effect; on the % scale 0 is the no-effect control and ±100 the full control effect; nearly all actives have a fitted effect of over 50% in size
PI4K2A inh: blocks human PI4K2A kinase activity. 420,000 compounds, 0.13% hits. AID 1346378. purified PI4K2A, ADP-Glo luminescence, 1 h; active compounds read low. activity change, negative = inhibition, % at 76.9 µM; in the data active means activity change below about -50%; inconclusive means mostly about -30% to -49%;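 further: -100% = wells without enzyme as full effect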
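Compounds are screened against recombinant PI4K2A using PI as substrate and ATP, the latter dispensed at 300 microM. Reactions run one hour at ambient temperature before ADP-Glo detection; full inhibition defined by wells lacking enzyme.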
GLS inhibitor: glutaminase GLS (human) inhibition. O94925. GLS enzymatic activity, qHTS titration. Potency, µM (top dose mostly 45.5 µM), for inactives: at the highest dose activity change, negative = inhibition, actives largely listed as inhibitors. 410,000 compounds, 0.21% hits; further: potency means the concentration at half of the fitted maximal effect; on the % scale 0 is the no-effect control and ±100 the full control effect
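Read-out is an Amplex red fluorescence increase coupled through glutamate oxidase and HRP, measured before and after 30 min room-temperature incubation. hKGA is in 45 mM KH2PO4 (pH 8.2) with 0.02% Tween-20; glutamine added as 1mM solution.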
ERG-DNA inh: blocks human ERG Ets domain binding to DNA; fluorescence polarization, His-ERG Ets domain / labelled DNA; Potency, µM (titrated, usually from 76.9 µM), inactives show at the highest dose FP activity, negative = inhibition, most hits filed as inhibitors; 370,000 compounds, 0.028% hits; active means well fitted inhibition curve with a large enough effect in the polarisation, with a control signal flat; inconclusive means small, poorly fitted or top-dose-only effect, or effect the other way, or a change in a side signal; inactive means no such curve, though single readings can be large or run the other way; the % refers to the polarisation;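 further: polarization taken with two DNA probes labelled with fluorescein and Texas red; potency means the concentration at half of the fitted maximal effect; % of control where 0% means no effect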
Target sequence (P11308 whole entry, looked up, the tested form may be a part): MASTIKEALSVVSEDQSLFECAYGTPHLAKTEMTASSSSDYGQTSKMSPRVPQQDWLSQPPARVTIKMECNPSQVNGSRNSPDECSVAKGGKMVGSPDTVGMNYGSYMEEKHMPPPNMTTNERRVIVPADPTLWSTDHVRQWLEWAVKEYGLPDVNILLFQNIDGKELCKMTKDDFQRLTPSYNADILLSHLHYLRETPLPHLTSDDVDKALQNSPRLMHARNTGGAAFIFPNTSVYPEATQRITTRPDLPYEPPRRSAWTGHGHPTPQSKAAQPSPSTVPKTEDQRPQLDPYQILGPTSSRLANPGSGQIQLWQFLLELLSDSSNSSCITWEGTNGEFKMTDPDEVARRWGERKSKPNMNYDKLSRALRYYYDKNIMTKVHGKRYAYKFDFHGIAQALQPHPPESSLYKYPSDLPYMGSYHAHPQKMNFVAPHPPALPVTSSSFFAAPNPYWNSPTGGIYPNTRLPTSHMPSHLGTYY
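His-tagged ERG Ets domain (1 uM in the protein solution; 300mM KCl, 50mM Tris-HCl, 1mM EDTA, 1mM DTT, pH 7.5) received compound, then a probe mix of 5 nM fluorescein-DNA and 100nM Texas-615-DNA. Fluorescence polarization was read for both dyes.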
BAZ2B inh: inhibitors of human BAZ2B bromodomain. Q9UIF8. 360,000 compounds, 4.4% hits. Potency, µM (top dose mostly 114 µM), for the others: at the highest dose activity change, negative = inhibition, actives largely listed as inhibitors. AlphaScreen BAZ2B-H3K14Ac peptide displacement; further: potency means the concentration at half of the fitted maximal effect; on the % scale 0 is the no-effect control and ±100 the full control effect; nearly all actives have a fitted effect of over 60% in size
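Complex of BAZ2B and biotin-H3K14Ac (50 nM apiece) forms over 30 min at RT, then faces library compounds up to 110 uM for another 30 min; AlphaScreen beads added, 20 min dark incubation, luminescence read.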
RGS4 inh: inhibitors of human regulator of G protein signaling 4; P49798; Transcreener GDP fluorescence polarization, RGS4-accelerated GTP hydrolysis; Potency, µM (series often up to 114 µM), for inactives: at the top dose activity change, negative = inhibition, usual class: inhibitors; 390,000 compounds, 0.039% hits; AID 504845; further: potency means the concentration at half of the fitted maximal effect; on the % scale 0 is the no-effect control and ±100 the full control effect; nearly all actives have a fitted effect of over 75% in size; some results filed as inactive show a strong effect at the top dose
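MLSMR compounds (23 nl, pin-transferred) preincubated 10 min at room temperature with a 500nM (2x) first reagent, then RGS4 at 900nM (2x) plus Transcreener GDP mix added; fluorescence polarization (620/688 nm) read before and after 90 min at 30 °C.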
G9a inh: inhibitors of human histone lysine methyltransferase G9a; Q96KQ7; G9a H3K9 monomethylation, AlphaScreen, 2 h; Potency, µM (highest dose often 102 µM), without a hit: top-dose activity, negative = inhibition, hits mostly inhibitors; 350,000 compounds, 8.8% hits; AID 504332; further: potency means the concentration at half of the fitted maximal effect; on the % scale 0 is the no-effect control and ±100 the full control effect; nearly all actives have a fitted effect of over 75% in size
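G9a (20 nM) was preincubated 15 min with compound, then reacted 2 h at room temperature with 500 nM biotin-H3K9 peptide and 20 µM SAM. Monomethyl-H3K9 detected by AlphaScreen using anti-H3K9me1 antibody.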
ALOX12 inh: blocks human arachidonate 12S-lipoxygenase; P18054; purified 12hLO, xylenol orange hydroperoxide absorbance; Potency, µM (series often up to 108 µM), for inactives: top-dose activity change, negative = inhibition, hits mostly inhibitors; 580,000 compounds, 1.1% hits; further: potency means the concentration at half of the fitted maximal effect; on the % scale 0 is the no-effect control and ±100 the full control effect
Target sequence (P18054 whole entry, looked up): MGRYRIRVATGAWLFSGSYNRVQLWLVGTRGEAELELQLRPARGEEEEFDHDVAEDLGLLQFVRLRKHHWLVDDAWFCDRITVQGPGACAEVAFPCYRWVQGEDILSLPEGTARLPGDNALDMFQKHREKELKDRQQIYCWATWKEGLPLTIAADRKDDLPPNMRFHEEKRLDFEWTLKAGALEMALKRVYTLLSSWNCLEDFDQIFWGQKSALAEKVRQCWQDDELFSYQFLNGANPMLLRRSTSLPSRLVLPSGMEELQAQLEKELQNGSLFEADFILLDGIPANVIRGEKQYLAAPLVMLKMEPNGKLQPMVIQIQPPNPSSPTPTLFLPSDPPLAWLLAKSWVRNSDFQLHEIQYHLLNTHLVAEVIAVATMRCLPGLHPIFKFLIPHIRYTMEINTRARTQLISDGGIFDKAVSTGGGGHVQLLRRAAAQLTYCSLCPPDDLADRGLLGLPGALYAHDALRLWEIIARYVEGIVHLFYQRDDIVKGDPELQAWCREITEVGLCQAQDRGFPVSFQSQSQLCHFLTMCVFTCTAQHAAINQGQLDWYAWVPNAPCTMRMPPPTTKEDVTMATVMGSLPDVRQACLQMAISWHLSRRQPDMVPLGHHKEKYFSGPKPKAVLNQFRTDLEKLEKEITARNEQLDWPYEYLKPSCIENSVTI
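Purified human 12hLO (150 nM final) in 25 mM Hepes, 0.01% Triton X-100, pH 7.0 was preincubated 15 min at room temperature with compound. Then 40 uM arachidonic acid was added, 30 min. Hydroperoxide was read by Fe-XO absorbance ratio 573/405 nm.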
The depositor's hits bear a star; ? = inconclusive; . = not tested or not shown; [ ] = another dose, or the depositor's remark. Unless noted, the call rests on the fitted dose curve; in most records, active means well fitted curve in the direction sought with a large enough effect; inconclusive means small, poorly fitted or top-dose-only effect, or another doubt; inactive means no such curve, though single readings can be large; an effect the other way counts as inactive or inconclusive. The list is partial; the hit share may differ from the screen's.

smiles | PI4K2A inh | ERG-DNA inh | BAZ2B inh | JMJD2A Tudor inh | GLS inhibitor | G9a inh | HP1b chromo inh | ALOX12 inh | RGS4 inh
COc1cccc(NC(=O)C2CCN(S(=O)(=O)c3ccc4c(c3)OCCO4)CC2)c1 | 2 | -1% | 0% | -22% | -5% | -4%[59 µM] | 35% | -10% | -23%
O=C(CSc1ccc2nnc(CCNC(=O)c3ccccc3)n2n1)NCc1ccc(F)cc1 | -2 | 4% | 2% | -8% | -5% | 32%[activator] | 31% | 5% | -5%
COc1cccc(-c2nnc3sc(C4CCCCC4)nn23)c1 | 1 | -5% | -6% | -20% | 20% | -47% | 18% | -19% | 10%
O=C(C1CCN(C2CC(=O)N(c3ccc(F)cc3)C2=O)CC1)N1CCOCC1 (stereo unspecified) | -1 | 4% | -3% | ? | 5% | ? | 31% | 2% | 30%
CCCN(Cc1cc2cc(C)ccc2[nH]c1=O)C(=O)c1cccc([N+](=O)[O-])c1 | -1 | -3% | -4% | -15% | 3% | 28%[59 µM] | 28% | -8% | 33%
O=C(CSc1nnc(NC(=O)c2ccccc2[N+](=O)[O-])s1)NCC1CCCO1 (stereo unspecified) | 3 | 12% | -20% | -1% | 2% | . | 54%[activator] | 0% | -11%
CCC1CCCCN1C(=S)Nc1ccc(SC(F)F)cc1 (stereo unspecified) | -3 | 3% | 9% | -6% | -3% | -24% | 29% | -16% | -6%
Cc1ccc(C(=O)CSc2nc(N)cc(=O)[nH]2)cc1 | 0 | 6% | -6% | -17% | 5% | 17%[59 µM] | 26% | 0% | -20%
Cc1ccc(S(=O)(=O)N2CCN(C(=O)COC(=O)c3ccc(Br)o3)CC2)c(C)c1 | -5 | -1% | 7% | -23% | 1% | 24%[2.33 µM] | 1% | -18% | 15%
Cc1ccc(-n2ncc3c(N4CCC(Cc5ccccc5)CC4)ncnc32)cc1C | 1 | 11% | 16% | 15% | -12% | 14%[59 µM] | 57%[activator] | -13% | -13%
O=C(O)Cc1ccc2oc(-c3ccccn3)nc2c1 | -9 | -5% | 7% | -6% | -2% | 21%[2.33 µM] | 23% | -27% | 2%
CC(C)CC(=O)N1CCN(Cc2cccc(Cl)c2)CC1 | -6 | 4% | -27% | 45µM* | 1% | 22µM* | ? | ? | 13%
CC1(C(=O)N/N=C/c2ccccc2)CC1(Br)Br (stereo unspecified) | -5 | 4% | -14% | -19% | -9% | -6% | 33% | -7% | 19%
O=C(O)c1sc2cccc(Cl)c2c1Cl | -2 | -1% | 5% | -8%[11.4 µM] | 11% | . | -6% | ? | ?
O=C(CC1SC(N2CCOCC2)=NC1=O)Nc1ccc(Cl)cc1 (stereo unspecified) | -1 | -1% | 7% | 0% | 0% | 50µM* | 31% | -10% | -12%
O=C(c1ccccc1)c1coc2c1C(=O)c1ccccc1C2=O | -8 | -5% | 32µM* | -19% | -28% | 45µM* | ? | -3% | -25%
Cc1c(OCC(F)(F)F)ccnc1CSc1nc2ccccc2[nH]1 | 1 | 2% | -29% | -8%[57.1 µM] | 23% | ? | 44%[activator] | 0% | -19%
Clc1cccc(-c2nc3ccccn3c2Nc2ccc3c(c2)OCCO3)c1 | -6 | -1% | 11µM* | 22µM* | 31%[activator] | ? | ? | 6.3µM* | 7%
COc1ccc2[nH]c(=O)c(CN(c3ccccc3OC)S(=O)(=O)c3ccccc3)cc2c1 | -8 | 1% | -32% | -21% | -1% | 56µM* | 37% | -30% | -8%
Cc1cc(=O)[nH]c(SCc2cccc3ccccc23)n1 | -3 | 11% | -12% | -11% | -10% | 0% | 18% | -53% | -10%
O=C(COc1ccc2c(-c3ccccc3)cc(=O)oc2c1)NCc1cccs1 | -3 | 0% | -14% | -17%[57.1 µM] | -4% | -19%[59 µM] | -5% | -3% | -34%
COc1ccc(CNC(=O)Cn2ncn3nc(-c4cccs4)cc3c2=O)cc1 | 1 | 1% | -18% | -17% | -7% | ? | -3% | 6% | -6%
CCCCS(=O)c1c(O)c2ccccc2[nH]c1=O (stereo unspecified) | 1 | 11% | -7% | -13% | 14% | 32µM* | 29% | ? | -21%
CCCCCn1c(N2CCN(Cc3ccccc3)CC2)nc2c1c(=O)[nH]c(=O)n2C | 2 | -7% | -27% | -29% | 4% | -33%[12.7 µM] | 19% | -13% | -28%
CC(=O)N/C(=N\OCc1ccc(Br)cc1)c1nonc1NC(C)=O | 3 | 5% | 4% | -10% | 3% | 21%[59 µM] | 13% | -9% | 6%
CCc1nc2oc3cc(OC)ccc3c(=O)c2c(=O)n1-c1ccccc1 | -1 | 0% | 5% | ? | 1% | -7%[12.7 µM] | 14% | ? | 19%
CCn1c(SCC(=O)NCC2CCCO2)nnc1-c1ccccc1 (stereo unspecified) | 1 | 0% | -18% | -10% | 2% | ? | 17% | 16% | 5%
Cn1c(=O)c2nc(-c3ccc(Cl)cc3Cl)oc2c2ccccc21 | -3 | 3% | 3% | -4% | -6% | 0%[59 µM] | 32%[activator] | 7%[57.4 µM] | -12%
COc1ccc(NC(=O)CSc2nnc(-c3cc(C)[nH]n3)n2N)cc1OC | -1 | 10% | -1% | -3% | -4% | 29% | 35% | 4% | 12%
C=C(C)CNC(=S)Nc1ccc(S(=O)(=O)Nc2cnc3ccccc3n2)cc1 | -1 | 6% | -8% | -21% | 4% | . | 73%[activator] | ? | -12%[56.9 µM]
O=C(O)c1cccc(S(=O)(=O)Nc2ccc(OCc3ccccc3)cc2)c1 | -1 | 3% | -6% | 1% | 11% | ? | 11% | -21% | 3%
COC(=O)c1cc(C(=O)NCCCN2CCOCC2)cc([N+](=O)[O-])c1 | 2 | 6% | -3% | -13% | 26% | -40% | 22% | -20% | -2%
COc1ccccc1NC(=O)CSc1nnc(CC(=O)Nc2ccccc2)n1C | 5 | 8% | 8% | -9% | -2% | -10%[59 µM] | 35%[activator] | 0% | -8%
COc1ccc(NC(=O)C2CCCN(S(=O)(=O)c3c(C)n[nH]c3C)C2)cc1 (stereo unspecified) | -5 | -20% | 6% | 6% | 2% | -8% | 3% | 0% | 51%
CC(C)(C)C1CCC(=NNc2ccc(S(N)(=O)=O)cc2[N+](=O)[O-])CC1 (stereo unspecified) | 2 | -13% | ? | ? | 1% | 25µM* | -7% | -26% | -2%
Cc1ccc(NC(=O)CSc2nnc(CNC(=O)c3ccco3)o2)cc1Cl | 7 | -5% | -2% | -10% | -2% | -13%[59 µM] | 27% | -20% | 9%
CCOC(=O)Cc1csc(NC(=O)CSc2nnc3ccccn23)n1 | 3 | -2% | -11% | 3% | 1% | -3% | 17% | -12% | -6%
CC1(C)CC(=O)C2=C(C1)NC(SCC(N)=O)=C(C#N)C21CCCCC1 | 2 | -13% | 10% | -5% | 12% | -11%[59 µM] | -3% | -3% | -2%
O=C(c1nnsc1S(=O)(=O)c1ccc(Cl)cc1)N1CCOCC1 | 28 | -8% | -23% | -15% | 0% | 50µM* | 23% | ? | -18%
COCCNC(=S)N/N=C/c1ccc(N2CCOCC2)cc1 | -3 | -4% | -39% | -24% | 26% | 7%[59 µM] | 31% | ? | -4%
O=C(Nc1ccccc1N1CCOCC1)c1ccc(N2CCOCC2)c([N+](=O)[O-])c1 | -2 | -6% | ? | -35% | 1% | ? | 0% | 27% | -15%
CCOc1ccc2nc(N(Cc3cccnc3)C(=O)c3cccs3)sc2c1 | 1 | 2% | -1% | -16% | -3% | -1%[59 µM] | 9% | -2% | -22%
CCC(NC(=O)Nc1ncccc1C)(C(F)(F)F)C(F)(F)F | 3 | -3% | 6% | 3% | 1% | ? | 20% | 0% | 20%
N/C(CSc1ccccn1)=N\OCc1c(Cl)cccc1Cl | -10 | -4% | -3% | 24% | 11% | 15% | 44%[activator] | 81%[activator] | -3%
N#C/C(=C/c1ccc(N2CCCCCC2)o1)c1cccc(F)c1 | 5 | 20% | ? | 40µM* | 8% | ? | ? | ? | ?
Cc1ccc2cc(C#N)c(NCCNC(=S)NCCCN(C)C)nc2c1C | -8 | 0% | 3% | -11% | 5% | 10% | 27% | -25% | 18%
CCCn1c(C2CC(=O)N(c3cc(OC)ccc3OC)C2)nc2ccccc21 (stereo unspecified) | -11 | 0% | 8% | -12% | -1% | ? | 18% | 15% | -1%
COc1ccc(-c2nnc(-c3ccc(N(C)C)cc3)o2)cc1 | -2 | -16% | 1% | -16% | 9% | 2%[59 µM] | 22% | -16% | -24%
O=C(NCC(=O)N1CCN(S(=O)(=O)/C=C/c2ccccc2)CC1)c1ccccc1F | -4 | 2% | -9% | -12% | 7% | -3% | 11% | -1% | 6%
COc1cc2c(cc1OC)C(C(=O)Nc1cc(OC)c(OC)c(OC)c1)C(c1cccnc1)N(C)C2=O (stereo unspecified) | -6 | 0% | -15% | -4% | 17% | 9%[59 µM] | 40%[activator] | 11% | -6%
COc1ccc(NC(=O)C(Cc2cc(C)cc(C)c2)C(C)C(=O)O)cc1 (stereo unspecified) | 0 | 6% | 1% | -6% | 22% | 12%[59 µM] | 43%[activator] | 16% | -1%[56.9 µM]
C[C@H]1CN([C@@H](C)CO)C(=O)c2cc(NS(=O)(=O)c3ccc(Cl)cc3)ccc2O[C@@H]1CN(C)CC1CCCCC1 | 1 | 16% | . | ? | 2% | . | 5% | ? | -3%
O=C(/C=C/c1ccc([N+](=O)[O-])o1)NNC(=O)c1ccc(F)cc1 | -17 | 5% | -18% | -16% | 31%[activator] | 4% | 28% | -2% | -39%
